NPYLR7 ag: agonists of mosquito NPYLR7 receptor, primary screen, cell-based, Aedes aegypti, calcium fluorescence, mosquito biting behavior | activation, % at 10 µM | 270,000 compounds, 0.15% hits | Aedes aegypti neuropeptide Y-like receptor 7 (NPYLR7) | AID 1259423, 2018 | HEK293T NPYLR7/Galpha15, GCaMP6s calcium fluorescence; in the data active means activation above about 40%;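 further: 0% = vehicle and 100% = reference agonist at the receptor; some compounds past the cut are filed as inactive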
hcGAS lum: Primary biochemical luminescence assay for human cyclic GMP-AMP synthase inhibitors. inhibition, % at 12.5 µM. Q8N884. 290,000 compounds, 0.081% hits. recombinant h-cGAS, ATP depletion, Kinase-Glo luminescence;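 further: 0% = vehicle reaction and 100% = reaction without DNA for no activity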
Target sequence (Q8N884 whole entry, looked up): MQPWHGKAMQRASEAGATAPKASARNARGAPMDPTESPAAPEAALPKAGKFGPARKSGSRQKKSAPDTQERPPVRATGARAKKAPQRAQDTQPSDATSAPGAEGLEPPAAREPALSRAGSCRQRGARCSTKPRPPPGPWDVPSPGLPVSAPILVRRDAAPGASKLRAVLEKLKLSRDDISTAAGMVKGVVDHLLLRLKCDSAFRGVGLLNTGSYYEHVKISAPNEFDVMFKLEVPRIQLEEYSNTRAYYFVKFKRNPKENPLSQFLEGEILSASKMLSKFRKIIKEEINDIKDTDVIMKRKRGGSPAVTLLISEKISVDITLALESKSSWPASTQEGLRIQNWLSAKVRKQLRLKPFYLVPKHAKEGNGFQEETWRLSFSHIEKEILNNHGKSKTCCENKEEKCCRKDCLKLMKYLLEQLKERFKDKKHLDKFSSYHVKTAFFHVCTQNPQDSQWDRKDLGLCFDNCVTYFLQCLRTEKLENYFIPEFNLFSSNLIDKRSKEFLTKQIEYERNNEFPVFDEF
mcGAS inh: cyclic GMP-AMP synthase inhibitors, mouse, primary biochemical chemiluminescence | Q8C6L5 | recombinant cGAS, Kinase-Glo ATP depletion luminescence | inhibition, % at 12.5 µM | 160,000 compounds, 0.15% hits | AID 1259399, 2018;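 further: 0% = negative control wells and 100% = reference inhibitor with no enzyme activity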
* hit, by the source's call; . = not tested or not shown; & = joins results of further samples. Unless noted, no stated cut-off is given here; in the data, active means inhibition above about 40%; inactive means the rest.

SMILES | NPYLR7 ag | hcGAS lum | mcGAS inh
O=c1[nH]c(=S)[nH]c(O)c1C=NC1CCCCCC1 | 6 | -7 | -8
CSCCNC1CCN(c2ccc(NC(=O)c3ccc(C)cc3C)cc2)CC1 | 13 | -3 | -10
CC1(C(=O)NC2CCN(Cc3ccccc3)CC2)CCN1Cc1ccc(OC(F)(F)F)cc1 (stereo unspecified) | 14 | -7 | .
COc1ccccc1-n1c(Cc2ccccc2)nnc1SCc1nc(C(=O)N2CCN(C/C=C/c3ccccc3)CC2)cs1 | 16 | 0 | -5
CCN(CC(F)(F)F)C(=O)C1CCCN(C(=O)c2ccc[nH]2)C1 (stereo unspecified) | 9 | -10 | .
Cc1nc(-c2cccs2)n(CC(=O)N[C@@H]2C[C@H]3CC[C@@H]2C3)c1C | 24 | 1 | .
CCN(CC)S(=O)(=O)c1cc(C(=O)N2CC(C)OC(C)C2)ccc1C (stereo unspecified) | 2 | -3 | -6
CCN1CCN(C2=C(c3c(C(C)C)[nH]n(-c4ccc(F)cc4)c3=O)C(=O)N(C3CCCCC3)C2=O)CC1 | 2&3 | -3&-6 | -6&-6
Cc1cc(CNC(=O)NC2CCCc3cc(OC(F)F)ccc32)no1 (stereo unspecified) | 0 | -5 | .
CCCCn1c(=O)c2c(nc3n2CCCN3Cc2ccccc2)n(C)c1=O | 0 | -7 | .
CCn1c(CCNC(=O)CN2CCCN(C)CC2)nc2ccccc21 | 7 | -6 | -12
CC(=O)N1CCN(C(=O)[C@@]23CCCC[C@H]2N(CCC(C)C)C(=O)CC3)CC1 | . | -13 | -5
COc1ccccc1CCN1CCC(CN(C)C(=O)C2CC(=O)c3ccccc32)CC1 (stereo unspecified) | 4 | -9 | .
Brc1ccc(CN2CCC(NCc3ccn[nH]3)CC2)cc1 | -1 | -6 | .
Cc1cn2c3c(=O)[nH]c(=O)n(C)c3nc2n1CCCNc1ccccc1 | -17 | 3 | .
COc1ccccc1-c1cccc(C(=O)N2CCC3(CC2)CNC(=O)O3)c1 | 9 | -4 | .
O=C(N1CCOCC1)C1(c2cccs2)CCCC1 | -9 | 0 | .
Cc1ccc(C(=O)NC2CCC(n3cnnc3)CC2)cc1N1CCNC1=O (stereo unspecified) | -4 | -6 | .
CCNCc1cc(-c2cc(OC)c(OC)c(OC)c2)on1 | 21 | -9 | .
CC(C)(C)C1OCCCC1CNC(=O)NCc1ccncc1 (stereo unspecified) | 2 | -5 | .
CCOc1ccc(NC(=O)Cn2cc(OC)c(=O)cc2CSc2nc(C)cs2)cc1 | -7 | -8 | -8
COCCN1C(=O)c2ccccc2C(C(=O)NCC2CCCN3CCCCC23)C12CCCC2 (stereo unspecified) | . | -6 | -6
Cc1ccc(S(=O)(=O)N2CCN(C(=O)CCl)CC2)cc1C | 8 | -4 | .
O=C(NN=C1C(=O)c2cccc3cccc1c23)c1cc(-c2ccncc2)nc2ccccc12 | 9 | -3 | .
CC(C)Oc1cccc(C(=O)C2CCCN(C(=O)c3ccsc3)C2)c1 (stereo unspecified) | 0 | -5 | -6
COc1ncccc1CN1CCC(c2ccnc(-c3cccc(O)c3)c2)C1 (stereo unspecified) | 17 | -5 | -12
COc1cc(C(=O)NCC(C)c2ccncc2)cc(OC)c1Br (stereo unspecified) | 8 | -9 | .
C=C(C)Cn1c(C(=O)N2CCN(C(=O)c3cccc(OC)c3)C(C)C2)cc2ccoc21 (stereo unspecified) | 13 | -10 | -6
CCCCCCC(=O)Nc1nnc(SCC(=O)c2cccc(C(F)(F)F)c2)s1 | 5 | -4 | -8
Cc1ccc(-n2nc(C(=O)c3ccc(Cl)cc3)c(N)c(C#N)c2=O)cc1 | 8 | -2 | .
O=S(=O)(NCc1ccc2c(c1)OCO2)c1cc(Cl)ccc1Cl | 1 | -1 | .
CC(C)n1ncc2c(=O)[nH]c(Cc3ccccc3)nc21 | -11 | -1 | .
Cc1ccc(Sc2ccc(F)cc2)nc1 | 6 | -7 | .
CC1ON=C(c2ccccn2)N(Cc2ccc(S(C)(=O)=O)cc2)C1=O (stereo unspecified) | 5 | -2 | .
Cc1cccn2c(CC(=O)N3CCc4nc[nH]c4C3)cnc12 | 23 | -2 | .
CCOC(=O)c1c(NC(=O)c2cccc(F)c2)sc(C(=O)Nc2cccc(OC)c2)c1C | 7 | -5 | -3
CC(C)(O)C#Cc1ccc(C(=O)NCc2cc(-c3ccco3)on2)cc1 | 4 | -3 | -18
CCn1nc(C)c(/C=C2/COc3cc4c(cc3C2=O)OCO4)c1C | 9 | -6 | .
c1cncc(CN(CC2CCCO2)c2ccc3nccnc3n2)c1 (stereo unspecified) | -1 | -4 | .
OCCNc1cc(-c2nccc(C3CCCC3)n2)c2cc[nH]c2n1 | 30 | -8 | -19

3 of these compounds in a different format.
Each structure is followed by: NPYLR7 ag | hcGAS lum | mcGAS inh
- Cc1ccc(-n2nc(C(=O)c3ccc(Cl)cc3)c(N)c(C#N)c2=O)cc1
  8 | -2 | .
- O=S(=O)(NCc1ccc2c(c1)OCO2)c1cc(Cl)ccc1Cl
  1 | -1 | .
- CC(C)n1ncc2c(=O)[nH]c(Cc3ccccc3)nc21
  -11 | -1 | .

The list continues.
SMILES | NPYLR7 ag | hcGAS lum | mcGAS inh
Cc1noc(C)c1CN1CCN2C=C(C(=O)NC3CCc4ccccc43)OC2=NC1=O (stereo unspecified) | 1 | -7 | .
CC1=NC2=C(C(=O)CC(C)(C)C2)C(c2ccc(I)cc2)C1C#N (stereo unspecified) | -13 | -9 | -7
COc1ccc(N2C(=O)CC(N3CCN(Cc4ccccc4)CC3)C2=O)cc1 (stereo unspecified) | -10 | -1 | -6
CN(C)CCCN(C(=O)CN1C(=O)CCC1=O)c1nc2ccc(Cl)cc2s1 | 1 | -3 | -7
CCCc1c(-c2ccccc2)ncn1CCCSC | 1 | -3 | 1
Fc1ccccc1-c1nnc(SCc2cccc(C(F)(F)F)c2)n1-c1ccccc1 | 16 | -3 | 0
COc1ccc(-n2c(CCC(=O)N3CCCC(C)C3)ccc2-c2ccc(Cl)cc2)cc1 (stereo unspecified) | 1 | 3 | -3
Cc1nn(-c2ccccn2)c2c1C(c1ccnn1-c1ccccc1)CC(=O)N2 (stereo unspecified) | 21 | -7 | .
COc1ccccc1OC(C)(C)C(=O)N1CCC(O)(CN(C)C)C1 (stereo unspecified) | 23 | -5 | .
COC(=O)Cn1c(=O)c2c(nc3n(-c4ccc(N(C)C)cc4)c(C)cn23)n(C)c1=O | -17 | 2 | .
Nc1nc(CSCCO)nc(Nc2ccc(F)cc2)n1 | 13 | -2 | .
CCc1cc(-c2cccc(-n3cccn3)c2)ccc1NC(C)=O | 2 | 6 | .
c1ccc(-c2cnc(CN3CCSc4ccccc43)o2)cc1 | 6 | -3 | .
Cc1ccc(-c2noc(-c3sccc3S(=O)(=O)N(C)c3ccc(C)c(F)c3)n2)cc1 | . | -7 | -9
COc1ccc(NC(=O)C2CCN(C(=O)[C@@H](Cc3ccccc3)NC(=O)c3cc(C)nn3C)CC2)cc1 | 9 | -2 | -6
OCC1(CCCc2ccccc2)CCN(Cc2ccc(F)cc2)CC1 | -9 | -3 | -4
Cn1cc(C#N)cc1C(=O)NCCc1ccccc1C(F)(F)F | -8 | 8 | .
COc1ccc(C)cc1N1C(=O)CSC1c1ccccc1NC(=O)c1ccc(C(F)(F)F)cc1 (stereo unspecified) | -2 | 0 | 0
CCOC(=O)C1(Cc2ccccc2)CCCN(S(=O)(=O)c2c(C)nn(C)c2C)C1 (stereo unspecified) | 7 | -1 | .
CCCCc1nc2cc(C(=O)N3CCCCC3C(=O)OC)ccc2o1 (stereo unspecified) | 4 | -3 | .
N#CC(=C(O)CC12CC3CC(CC(C3)C1)C2)c1nc2ccccc2s1 | -6 | -4 | .
O=C(NC1CCCCC1)C1CCN(S(=O)(=O)c2ccc3c(c2)CCC3)CC1 | 10 | -4 | .
O=c1c2ccccc2oc2nc(C3CCCCC3)n(-c3ccccc3)c(=O)c12 | 2 | -4 | .
COc1ccc(NC(=O)Cn2cnc3c([nH]c4ccc(C)cc43)c2=O)c(C)c1 | -1 | 1 | -2
O=C(O)c1cccc(Cn2c(Cl)c(/C=N\NC(=O)c3ccncc3)sc2=O)c1 | -5 | -4 | -1
C=C(C)COc1ccccc1C(=O)N1Cc2ccccc2CC1C(N)=O (stereo unspecified) | 19 | 2 | .
COc1ccc(-n2nnnc2SCCC#N)cc1 | -4 | -7 | .
O=C(CN1C(=O)C(Oc2ccccc2)C1c1ccccn1)N1CCN(c2cccc(O)c2)CC1 (stereo unspecified) | 10 | -1 | .
CC1CCC(NC(=O)c2cccc(-c3nn[nH]n3)c2)CC1 (stereo unspecified) | 4 | -7 | -4
COc1ccc(-n2nc3c(c2NC(=O)/C=C\c2ccc4c(c2)OCO4)CSC3)cc1 | -2 | -1 | -6
O=C(C1CC[C@@H]2CCC[C@H]12)N1CCC(c2ccccc2)CC1 (stereo partly specified) | -3 | -2 | .
Cc1noc(C)c1S(=O)(=O)N1CCN(CC(O)COc2ccccc2F)CC1 (stereo unspecified) | 2 | 9 | .
COCCCN(Cc1cccn1Cc1cccc(F)c1)CC(O)COCc1ccco1 (stereo unspecified) | -2 | -9 | -5
NC(=O)c1ccc(N2CC3CCC2C3)nn1 (stereo unspecified) | -2 | -8 | -17
Cc1ccc(Cl)c(Oc2cc(N3CCN(C(=O)Cc4cccs4)CC3)ncn2)c1 | -9 | -2 | -4
CCc1cccc2sc(N(Cc3ccccn3)C(=O)CCS(=O)(=O)c3ccc(OC)cc3)nc12 | 1 | -9 | .
O=C(CSc1nc(=O)[nH]c2c1CCC2)N1CCCC1 | 0 | -4 | -7
Cn1c(=O)c2c(-c3ccccc3)n3ncccc3c2n(C)c1=O | 14 | -13 | .
COc1ccc(C)c2sc(N(CCN(C)C)C(=O)c3cc(C)nn3C)nc12 | 0 | -10 | -7
CCOCCOC1CCCN(C(=O)Cc2ccccc2)C1 (stereo unspecified) | -6 | -6 | -5

Some entries already given, reduced to hcGAS lum and NPYLR7 ag.
smiles	hcGAS lum	NPYLR7 ag
COCCCN(Cc1cccn1Cc1cccc(F)c1)CC(O)COCc1ccco1 (stereo unspecified)	-9	-2
NC(=O)c1ccc(N2CC3CCC2C3)nn1 (stereo unspecified)	-8	-2
Cc1ccc(Cl)c(Oc2cc(N3CCN(C(=O)Cc4cccs4)CC3)ncn2)c1	-2	-9

Next records
SMILES | NPYLR7 ag | hcGAS lum | mcGAS inh
Cc1ccccc1-c1cc2nc(NCc3ccc(N(C)C)cc3)n(C)c(=O)c2s1 | 5 | -8 | .
COc1ccc(-c2ccc(C(=O)NCc3cccc(OC(F)(F)F)c3)s2)c(OC)c1OC | 31 | -5 | -7
CCOc1ccc(N2CC(C)Cn3c2nc2c3c(=O)n(C)c(=O)n2C)cc1 (stereo unspecified) | -5 | -2 | .
Cc1nn(-c2ccccc2)c2c1C(c1cccnc1)C(C#N)C(=N)O2 (stereo unspecified) | -10 | -5 | -4
COc1ccc(CCN(C)C(=O)CCCNC(=O)OCc2ccccc2)cc1OC | -24 | -1 | 1
COc1cccc(C2CC(=O)C(C=Nc3ccc(Br)cc3)=C(O)C2)c1 (stereo unspecified) | -6 | -4 | -7
CC(C)COCCC(=O)Nc1ccc(S(=O)(=O)C(F)F)cc1 | 11 | -5 | .
CCOCc1[nH]c(=S)[nH]c(=O)c1Cc1ccc(OC)cc1 | -10 | -1 | .
Cc1cccc(C2(C(=O)NCCc3nccn3C)CCCC2)c1 | -11 | -5 | .
COc1cccc(C(=O)Nc2cc(-c3cccs3)nn2-c2nc(C)c(C)c(=O)[nH]2)c1OC | 1 | -7 | .
CCC(C)N1C(=O)/C(=C\c2cnn(-c3ccccc3)c2)C(=O)NC1=S (stereo unspecified) | 1 | 0 | 12
Nc1ncc(-c2ccccc2CO)cn1 | 0 | -2 | -16
CC(C)NC(=O)[C@@H]1C[C@H](N)CN1C(=O)c1cccnc1N(C)C1CCCCC1 | 7 | -13 | .
CCCCOc1ccc(/C=C2N=C(/C=C\c3cccc([N+](=O)[O-])c3)OC/2=O)cc1 | -1 | 1 | .
O=[N+]([O-])c1ccc(C2c3cccn3CCCN2Cc2ccc(F)c(Cl)c2)cc1 (stereo unspecified) | 3 | -2 | .
CC1(C(=O)N2CCCC(C(=O)c3cccc(C(F)(F)F)c3)C2)CCCCC1 (stereo unspecified) | 2 | -2 | -7
CCCCC(CC)C(=O)N1CCC(c2nc(-c3ccc(F)c(F)c3)no2)CC1 (stereo unspecified) | 3 | -4 | -6
Cc1nn(C)c(N2CCOCC2)c1CN1CCCC(C(=O)c2ccccn2)C1 (stereo unspecified) | 16 | -8 | .
COc1ccc(N2CCN(C(=O)C3CC=CCC3C(=O)NCCc3cccs3)CC2)cc1 (stereo unspecified) | -8 | -5 | .
Cc1nc(SCC(=O)N2CCCC2)c2c3c(sc2n1)CCC3 | -3 | -5 | .
CCCn1c(C)cc(C(=O)CN2C(=O)C(=O)N(CCc3cccs3)C2=O)c1C | 3 | 1 | -3

Reformatted: entries from further up
COc1cccc(C(=O)Nc2cc(-c3cccs3)nn2-c2nc(C)c(C)c(=O)[nH]2)c1OC
  NPYLR7 ag = 1	hcGAS lum = -7	mcGAS inh = .
CCCCC(CC)C(=O)N1CCC(c2nc(-c3ccc(F)c(F)c3)no2)CC1 (stereo unspecified)
  NPYLR7 ag = 3	hcGAS lum = -4	mcGAS inh = -6
CCOCc1[nH]c(=S)[nH]c(=O)c1Cc1ccc(OC)cc1
  NPYLR7 ag = -10	hcGAS lum = -1	mcGAS inh = .
CCCn1c(C)cc(C(=O)CN2C(=O)C(=O)N(CCc3cccs3)C2=O)c1C
  NPYLR7 ag = 3	hcGAS lum = 1	mcGAS inh = -3

Source: PubChem BioAssay (Fisher Drug Discovery Resource Center)
